High-throughput results from PubChem BioAssay.
FBW7 activator – FBW7 E3 ligase activators, primary screen, biochemical, AlphaScreen, human | AlphaScreen FBW7–phospho-cyclin E peptide binding, activator screen | normalized activity (activation), % at 26.1 µM | 650,000 tested, 0.13% active | AID 1259310, 2017; in the data active = normalized activity above about 1.9%;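 note: purified mutant Fbw7 with reduced substrate affinity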
MITF inh – MITF inhibitors, primary screen, biochemical, AlphaScreen, human; AID 1259374, 2018; inhibition, % at 2.6 µM; 650,000 tested, 0.91% active; AlphaScreen MITF homodimerization, bead proximity signal; Microphthalmia-associated transcription factor (Homo sapiens), O75030; in the data active = inhibition above about 50%;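 note: 0% = vehicle wells with protein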
Target sequence (O75030 whole entry, looked up): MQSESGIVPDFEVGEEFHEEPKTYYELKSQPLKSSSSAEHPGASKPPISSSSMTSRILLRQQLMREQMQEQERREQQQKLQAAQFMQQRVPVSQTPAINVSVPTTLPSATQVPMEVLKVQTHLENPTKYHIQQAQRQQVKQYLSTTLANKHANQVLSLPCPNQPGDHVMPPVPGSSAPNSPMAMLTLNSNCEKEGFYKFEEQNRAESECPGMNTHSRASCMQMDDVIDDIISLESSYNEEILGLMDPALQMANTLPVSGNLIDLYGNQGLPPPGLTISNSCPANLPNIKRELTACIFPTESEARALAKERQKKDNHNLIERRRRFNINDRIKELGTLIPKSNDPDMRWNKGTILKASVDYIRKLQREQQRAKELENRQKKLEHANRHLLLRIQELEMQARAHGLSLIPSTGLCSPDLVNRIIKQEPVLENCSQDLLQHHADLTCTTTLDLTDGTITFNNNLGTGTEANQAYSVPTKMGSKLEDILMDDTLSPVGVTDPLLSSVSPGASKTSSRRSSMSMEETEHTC
TEAD-YAP block – TEAD-YAP interaction inhibition, primary screen, TEAD-YAP interaction inhibitor project, luminescence, HEK-TIYL cells; TEAD-Gal4/YAP UAS-luciferase luminescence; inhibition, % at 9.12 µM; AID 1259422, 2018; 640,000 tested, 1.4% active; in the data active = inhibition above about 32%;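 note: 0% = median of test compound wells and 100% = reference inhibitor wells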
GPR151 ag – activators of human GPR151, primary screen, cell-based, PathHunter beta-arrestin, luminescence; G-protein coupled receptor 151 (Homo sapiens), Q8TDV0; PathHunter beta-arrestin GPR151 cells; activation, % at 11.2 µM; 650,000 tested, 1% active; AID 1508602, 2020; in the data active = activation above about 4.9%;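 note: 0% = median of compound wells and 100% = cells with positive control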
Target sequence (Q8TDV0 whole entry, looked up): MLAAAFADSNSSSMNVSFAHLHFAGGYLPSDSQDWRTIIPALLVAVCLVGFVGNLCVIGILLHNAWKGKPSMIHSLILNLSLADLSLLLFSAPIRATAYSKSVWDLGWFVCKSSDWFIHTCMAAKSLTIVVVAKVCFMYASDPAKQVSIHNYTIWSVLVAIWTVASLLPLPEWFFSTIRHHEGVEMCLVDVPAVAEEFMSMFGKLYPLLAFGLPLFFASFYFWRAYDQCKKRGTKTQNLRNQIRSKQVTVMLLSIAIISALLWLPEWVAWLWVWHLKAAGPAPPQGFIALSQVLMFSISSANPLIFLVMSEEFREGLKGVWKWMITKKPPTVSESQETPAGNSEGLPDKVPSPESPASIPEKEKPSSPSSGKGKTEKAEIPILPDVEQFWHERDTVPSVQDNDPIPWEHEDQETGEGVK
* marks the source's active call; other numbers are inactive results.

The line under a structure holds: FBW7 activator | MITF inh | TEAD-YAP block | GPR151 ag
> Cc1cc(N2CCN(C(=O)c3ccc(Br)cc3)CC2)c(F)cc1[N+](=O)[O-]
  -0.1 | 16.1 | 2.8 | 6.9*
> O=C(CCc1nnc(Cc2ccc3c(c2)OCO3)o1)NCc1csc(-c2ccccc2)n1
  0.0 | -3.1 | 0.2 | -0.6
> COC(=O)CCC(=O)N1CCCC(CO)(Cc2ccccc2)C1 (stereo not given)
  -0.1 | 7.3 | -49.9 | 1.5
> CCN(CC)c1ccc(/C=N/Nc2nc(C)cc(C)n2)cc1
  0.2 | 28.8 | 0.7 | -0.6
> COc1ccc(NC(=O)CN2C(=O)CSC(C)C2=O)cc1 (stereo not given)
  0.3 | 11.2 | 5.5 | 0.4
> O=C(CC1C(=O)NCCN1Cc1ccc(Cl)c(F)c1)NCC1(O)CCCCC1 (stereo not given)
  -0.1 | -6.3 | -6.2 | 0.1
> Cc1ccc(OCCSc2cc(C)nc(N)n2)cc1
  -0.1 | -1.3 | -11.7 | -1.8
> CN(C)S(=O)(=O)NCCCNc1ccc([N+](=O)[O-])cc1
  0.5 | 0.9 | 10.1 | -0.2
> C=CCOC(=O)C1CCN(S(=O)(=O)c2cccc3nsnc23)CC1
  -0.1 | -13.0 | 9.1 | -0.3
> COc1cc(-c2cn3c(NC(=O)Cc4ccccc4C)cnc3cn2)cc(OC)c1OC
  -0.2 | 0.3 | -1.5 | -0.6
> O=C(COC(=O)c1ccc(-c2ccc(O)cc2)cc1)NC(=O)Nc1ccc2c(c1)OCCO2
  -0.1 | -0.5 | 2.5 | -1.4
> CC(C)NC(=O)COc1ccc(Cl)cc1Cl
  0.0 | 3.2 | 8.1 | 0.6
> CCCCN(C)Cc1ccc(C(N)=O)c(=O)[nH]1
  -0.1 | -4.0 | -6.8 | -0.4
> O=C(NCc1ccccc1)C(c1ccc(F)cc1)N(Cc1ccco1)C(=O)c1ccccn1 (stereo not given)
  0.2 | 26.3 | -3.1 | 0.6
> CCC1S/C(=N/N=C(/C)c2ccc(Br)cc2)NC1=O (stereo not given)
  0.1 | 11.0 | -10.1 | 0.9

The line under a structure holds: FBW7 activator | MITF inh | TEAD-YAP block | GPR151 ag
> COc1ccnc(N2CCCN(CC3=NS(=O)(=O)c4ccccc4N3)CC2)n1
  0.0 | 0.6 | 1.6 | -0.5
> CC(NC(=O)c1ccco1)c1nnc2n1CCN(Cc1ccc3c(c1)CCO3)CC2 (stereo not given)
  0.0 | 11.6 | -5.7 | 1.3
> Cc1ccc(S(=O)(=O)N(CC(=O)Nc2ccccc2C)Cc2ccccc2)cc1
  0.1 | -15.8 | -2.6 | -1.7
> CCN1CCC(N(Cc2ccco2)C(=O)Nc2ccc(C)c(Cl)c2)CC1
  -0.1 | 3.9 | 4.3 | 0.1
> COc1cc(/C=N/NC(=O)C(=O)NCc2ccccc2)ccc1O
  0.0 | 3.9 | 2.9 | 0.2
> Cc1nc(C)n(-c2ccc(Nc3nc(-c4cnn(C)c4)cc(N4CCOCC4)n3)cc2)n1
  0.1 | 2.9 | 0.5 | 0.1
> O=C(CCl)NCCSc1ccc(Cl)cc1
  0.0 | -1.8 | 56.8* | 0.9
> CCOc1ccc2c(c1)-c1c(ssc1=Nc1ccc(S(=O)(=O)NC(C)=O)cc1)C(C)(C)N2
  0.0 | 3.9 | 13.3 | -0.4
> COc1ccc(CCNc2nc(-c3cccnc3)cs2)cc1OC
  0.1 | -10.2 | -7.5 | 0.8
> Cc1ccc(C2c3c(oc4ccc(C)cc4c3=O)C(=O)N2c2nccs2)cc1 (stereo not given)
  0.0 | 13.5 | -2.6 | 0.8
> Cc1cc(NC(=O)c2ccc3c(c2)C(=O)N(CC2CCCO2)C3=O)no1 (stereo not given)
  -0.2 | 0.5 | -2.9 | -0.2
> Cc1cc(N/C=C(\C#N)C(N)=S)no1
  -0.1 | -0.2 | 9.7 | -1.0
> CCCC(=O)NNC(=O)c1c(O)c2ccccc2[nH]c1=O
  -0.3 | 0.3 | 7.1 | 0.2
> Cc1cc(N2C(=O)c3ccc(C(=O)N4CCN(c5ccccc5Cl)CC4)cc3C2=O)no1
  0.1 | -12.4 | 1.1 | 0.4
> COc1cc(CN[C@H]2C[C@@H](C(=O)NC(C)C)N(Cc3cccc(Cl)c3)C2)cc(OC)c1
  0.0 | 1.7 | -5.1 | 2.4

Of the compounds above, these have bromine.
The line under a structure holds: FBW7 activator | MITF inh | TEAD-YAP block | GPR151 ag
> Cc1cc(N2CCN(C(=O)c3ccc(Br)cc3)CC2)c(F)cc1[N+](=O)[O-]
  -0.1 | 16.1 | 2.8 | 6.9*
> CCC1S/C(=N/N=C(/C)c2ccc(Br)cc2)NC1=O (stereo not given)
  0.1 | 11.0 | -10.1 | 0.9

A few values from the results shown.
Value of CCC1S/C(=N/N=C(/C)c2ccc(Br)cc2)NC1=O (stereo not given) in TEAD-YAP block: -10.1
Value of Cc1nc(C)n(-c2ccc(Nc3nc(-c4cnn(C)c4)cc(N4CCOCC4)n3)cc2)n1 in GPR151 ag: 0.1
Value of O=C(CCc1nnc(Cc2ccc3c(c2)OCO3)o1)NCc1csc(-c2ccccc2)n1 in MITF inh: -3.1

Continuation:
The line under a structure holds: FBW7 activator | MITF inh | TEAD-YAP block | GPR151 ag
> Cc1cccc(NC(=O)Cn2nnc(C(=O)Nc3cccc(C)c3C)c2N)c1C
  0.5 | 7.1 | 4.8 | 0.4
> COCCCN1C2=C(C(=O)CC(C)(C)C2)C(c2ccccc2OC)C2=C1CC(C)(C)CC2=O
  0.4 | 3.5 | -1.3 | -0.4
> Cc1ccccc1CSCC1Nc2ccc(C(=O)N3CCCC3)cc2NC1=O (stereo not given)
  -0.1 | 0.5 | 7.0 | -0.6
> COc1ccc(C(CC(=O)N(C)Cc2ccccc2)NS(=O)(=O)c2ccc(F)cc2)cc1 (stereo not given)
  -0.1 | 12.1 | 3.5 | 1.8
> O=C(CCl)N1C(=O)c2cccnc2N(C(=O)CCl)c2ccccc21
  0.0 | -8.7 | 4.2 | -0.8
> Cc1c(Cl)c(C(F)(F)F)nn1CC(=O)N(Cc1ccccc1)c1ccccc1
  0.3 | -5.4 | 6.0 | -0.4
> COc1ccc(S(=O)(=O)N(CC(=O)NC2CC2)Cc2ccccc2)cc1
  0.1 | -2.1 | 14.5 | -0.5
> Cc1nc2c(c(=O)[nH]1)CN(Cc1c(C)oc3ccccc13)CC2
  -0.1 | 0.7 | 7.5 | -0.2
> O=C(COc1ccccc1)NCC(=O)N/N=C/c1ccc(C(F)(F)F)cc1
  0.1 | 11.9 | 14.9 | -1.0
> Cc1nc2c(c(=O)[nH]1)CN(Cc1cccn1-c1cccnc1)CC2
  -0.1 | 10.9 | 5.4 | -0.3
> CN(C)S(=O)(=O)N1CCC(Cn2nc(-c3ccccc3)ccc2=O)CC1
  0.1 | 13.4 | -12.5 | -1.0
> COc1cccc(N2C(=O)c3ccc(C(=O)Nc4ccccc4OC)cc3C2=O)c1
  0.1 | 10.9 | -7.6 | -5.4
> COc1cc(C(C#N)N2N=C(C)CC2c2ccccc2)ccc1O (stereo not given)
  -0.1 | -5.2 | 4.4 | -0.3
> COc1ccc(CCNC(=O)Cc2cn(-c3ccc(Nc4ccnn4C)nn3)c3ccccc23)cc1
  0.2 | 5.0 | 1.1 | 0.7
> CCOc1ccc(C2C3CCCCC3=NN2c2nc(C)c(C(C)=O)s2)cc1 (stereo not given)
  -0.1 | -5.1 | 3.9 | 0.3

SMILES	FBW7 activator	MITF inh	TEAD-YAP block	GPR151 ag
CCCC1=NN2C(=N)/C(=C/c3cccc(OCCOc4ccc(C)c(C)c4)c3)C(=O)N=C2S1	-0.1	-1.5	-64.6	1.1
Cc1ccccc1CSc1nc(N)c(NC(=O)c2ccco2)c(=O)[nH]1	-0.2	0.5	-8.4	2.3
Cc1cc2c(cc3c(=O)n(CC(=O)N4CC(C)CC(C)C4)nc(C)n32)s1 (stereo not given)	0.3	6.2	-0.2	-0.4
CC(=O)Nc1ccc(Nc2nc(Nc3ccncn3)ncc2C)cc1	0.1	1.0	12.0	-0.7
O=C1c2ccccc2C(=O)N1CCN1C(=O)c2ccccc2C1=O	0.0	3.5	5.4	0.3
O=C(NCCc1cccc(Cl)c1)c1ccc2c(c1)OCO2	-0.1	12.1	19.3	-0.4
C=CCNc1cc(CC)nc2c3c(C)cc(C)nc3nn12	0.2	-5.6	-0.6	4.2
O=C1CN(S(=O)(=O)c2ccc(F)c(Cl)c2)CC(=O)N1CCc1ccccc1	0.1	10.3	9.8	0.3
Clc1ccc(CN2CCC(N3CCCCC3)CC2)cc1	0.1	-11.9	-2.4	0.8
CCCCOC(=O)COc1ccc2c(=O)c(Oc3ccc(OC)cc3)c(C(F)(F)F)oc2c1	0.0	-7.4	1.1	4.1
Cc1cc(S(=O)(=O)N2CCCC(N3CCOCC3)C2)c(C)cc1Cl (stereo not given)	0.1	9.1	19.0	-0.1
COc1ccccc1CNn1c(C)nnc1SCc1ccccc1F	0.5	0.5	2.6	-1.6
C/C(=N\NC(=O)Cc1c(C)[nH][nH]c1=O)c1ccncc1	0.1	7.1	1.2	4.3
c1ccc(Nc2nc(Nc3ccccn3)nc3c2ncn3C2CCCCC2)cc1	-0.1	3.5	-35.8	-1.5
Cc1ccc(C)c(NC(=O)CSc2ccc(-c3ccncc3)nn2)c1	0.1	23.0	8.8	-1.5
CCOC(=O)c1c(NC(=O)C2CCCCC2C(=O)O)sc2c1CCC(C(C)(C)C)C2 (stereo not given)	0.4	13.8	5.1	-0.6
N#Cc1ccccc1NC(=O)CN1CCOCC1	-0.1	1.0	-2.8	0.2
COc1ccc(NCCCC(=O)N/N=C/c2cccc(OC)c2)cc1	0.0	7.7	7.1	0.1
CCOc1ccc(CN2CCN(Cc3cc(C(C)C)n[nH]3)CC2CCO)cc1 (stereo not given)	0.0	1.7	5.2	-0.6
COc1cc(/C=N/NC(=O)c2ccc(Cl)cc2Cl)cc(OC)c1OC	-0.1	-7.3	4.1	0.3
O=C(c1cnn(-c2nc3ccccc3s2)c1)c1ccccc1O	0.1	6.3	-1.6	-2.0
CCOc1ccc(N(CC(=O)NC(C)C)S(=O)(=O)c2ccccc2)cc1	0.0	2.5	0.0	-1.0
CCN1CCCC1CNC(=O)c1sc2ncnc(N3CCN(c4ccccc4OC)CC3)c2c1C (stereo not given)	-0.1	5.0	10.7	-1.7
O=C(C1CCCN(S(=O)(=O)c2ccccc2[N+](=O)[O-])C1)N1CCc2ccccc2C1 (stereo not given)	0.2	-4.4	-10.5	-2.0
CCCN(CCC)S(=O)(=O)c1ccc(NC(=O)c2ccc(F)cc2)cc1	0.2	-1.9	9.6	0.3

SMILES	FBW7 activator	MITF inh	TEAD-YAP block	GPR151 ag
Cc1ncn(-c2ccc(Nc3nccc(N4CCCC(C(N)=O)C4)n3)cc2)n1 (stereo not given)	-0.2	16.7	-13.9	-0.1
CCn1c(C(C)NC(=O)c2ccco2)nc2ccccc21 (stereo not given)	0.0	5.3	-6.1	-0.6
COCCn1c(=S)[nH]c2cc(C(=O)Nc3ccc(F)cc3)ccc2c1=O	-0.1	-13.2	-13.6	-0.6
Cc1ccc(-c2ccccc2)n1-c1ccc(C(C)(C)C)cc1	-0.1	-9.3	14.0	-1.5
CCc1nnc(NS(=O)(=O)c2ccc(NC(=O)c3ccccc3Br)cc2)s1	-0.1	5.7	3.4	0.5
CCOC(=O)c1cc(NC(=O)c2ccc(F)cc2)c(=O)n2c1oc1ccc(Cl)cc12	0.5	14.5	13.1	0.2
O=C(NNS(=O)(=O)/C=C/c1ccccc1)c1ccccc1	0.7	15.9	8.7	-0.7
COc1ccc(-c2ccc(C(=O)NCc3ccccc3)s2)cn1	0.0	-5.9	-6.1	-3.4
Cc1ccccc1C(=O)Nc1nnc(-c2ccc(Cl)cc2)s1	0.3	-8.1	-0.2	2.7
CCOCCCNC(=O)/C(C#N)=C/c1c(Oc2ccccc2C)nc2ccccn2c1=O	-0.1	21.6	19.8	-4.0
Nc1c(C(=O)O)cnn1-c1ccccc1	0.0	9.7	35.4*	-7.5
CCOP(=O)(OCC)C(c1ccco1)N(C)C(=O)C1CC1 (stereo not given)	0.5	9.3	6.9	0.0
Cc1cccc2sc(NC(=O)CCN3C(=S)NC(C)(C)CC3C)nc12 (stereo not given)	0.5	11.4	-9.6	0.2
CCOC(=O)/C=C1\CCC(/C=N/Nc2ccccc2)=C1N1CCOCC1	-0.1	-8.2	-9.3	1.6
CCOC(=O)c1ccc(-c2ccc(/C=C(\C#N)c3nc4ccccc4[nH]3)o2)cc1	0.1	15.8	-4.6	1.1
O=C1c2ccccc2C(=O)N1Cc1c(F)cccc1Cl	0.0	7.7	8.2	0.0
COc1ccccc1C(=O)NCC1(c2ccccc2)CCOCC1	-0.2	-11.6	-34.4	4.2
O=C1NC(=S)NC(=O)C1=Cc1nc(-c2cccc([N+](=O)[O-])c2)n2ccccc12	-0.2	22.1	14.2	-1.0
C=CCN(CC=C)S(=O)(=O)c1ccc(C(=O)Nc2nc3c(cc4c5c(cccc53)CC4)s2)cc1	0.8	-7.2	-5.9	-0.3
NC(=O)COC(=O)c1ccc(Br)cc1	-0.2	-5.1	-1.7	1.2
Cc1cnc(N2CCCC2CO)nc1NCCN(C(C)C)C(C)C (stereo not given)	0.2	0.5	9.5	-0.9
CCn1c(SCC(=O)Nc2cc(OC)ccc2OC)nnc1-c1cccs1	-0.1	3.0	-0.3	1.3
COCc1cc(C)nc2sc(C(=O)Nc3cc(C(=O)OC)ccc3C(=O)OC)c(N)c12	0.0	6.3	-3.4	-1.4
CC(C)c1[nH]nc2c1C(c1ccccc1Cl)C(C#N)=C(N)O2 (stereo not given)	0.4	4.4	19.7	0.8
